TCR activator: activators of T cell receptors; AID 504894; primary human leukocytes, anti-CD3, IL-2 HTRF, 48 h; 330,000 tested, under 10 active; Potency, µM (titrated, usually from 9.22 µM), without a hit: at the top dose activation of IL-2 secretion, most hits filed as activators; further: % of control where 0% means no effect
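HTRF read-out of IL-2 secretion: europium cryptate donor excited at 320nm, d2 acceptor emission at 665nm. Cells were primary human leukocytes incubated 48 hr with compounds and a-CD3 beads, supplying TCR signal only.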
Mito fusion act: blocks mitochondrial division or promotes mitochondrial fusion; actives 0.23% (n = 320,000); AID 485298; Potency, µM (highest dose often 46.1 µM), inactives show at the top dose growth rescue (activation), most hits filed as activators; S. cerevisiae fusion-defective mutant growth rescue, CellTiterGlo 48 h;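 further: potency means the concentration at half of the fitted maximal effect; % of control where 0% means no effect; nearly all actives have a fitted effect of over 45% in size; temperature-sensitive fusion mutants such as fzo1-1 at 37 °C on non-fermentable ethanol glycerol medium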
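Growth-rescue viability read-out: after 48 h at the non-permissive 37C in glycerol/ethanol YPEG, yeast mitochondrial fusion mutants are measured by CellTiterGlo luminescence; compounds (23 nl pinned per well) restoring growth score as division inhibitors or fusion activators.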
S-ASM inh: inhibitors of human secretory acid sphingomyelinase | P17405 | placental ASM, HMU-PC fluorogenic substrate, 60 min | Potency, µM (highest dose often 57.5 µM), inactives show at the highest dose activity change, negative = inhibition, hits mostly inhibitors | AID 504937 | actives 0.006% (n = 340,000); further: potency means the concentration at half of the fitted maximal effect
Target sequence (P17405 47-631 limits assumed): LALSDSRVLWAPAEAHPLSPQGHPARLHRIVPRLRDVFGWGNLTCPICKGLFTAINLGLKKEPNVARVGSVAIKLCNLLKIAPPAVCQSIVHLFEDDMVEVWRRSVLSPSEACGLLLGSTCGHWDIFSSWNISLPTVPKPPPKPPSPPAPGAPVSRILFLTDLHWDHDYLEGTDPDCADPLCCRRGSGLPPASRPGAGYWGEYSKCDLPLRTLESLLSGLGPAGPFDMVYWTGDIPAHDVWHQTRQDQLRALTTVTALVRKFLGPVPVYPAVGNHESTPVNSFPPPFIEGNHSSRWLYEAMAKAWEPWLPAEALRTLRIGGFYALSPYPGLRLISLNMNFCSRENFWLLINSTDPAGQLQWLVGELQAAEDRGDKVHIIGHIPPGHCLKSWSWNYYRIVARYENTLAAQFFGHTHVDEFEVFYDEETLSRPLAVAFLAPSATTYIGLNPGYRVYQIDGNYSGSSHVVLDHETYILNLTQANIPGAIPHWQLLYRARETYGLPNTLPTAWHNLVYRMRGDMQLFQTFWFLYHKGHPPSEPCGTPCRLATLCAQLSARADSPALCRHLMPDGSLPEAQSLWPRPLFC
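qHTS format. ASM enzyme prepared from human placenta hydrolyses the fluorogenic substrate HMU-PC0 (9 uM final) over 60 min at 37 °C after a 10 min compound preincubation.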
MLL CXXC-DNA inh: MLL CXXC-DNA interaction inhibition; Potency, µM (top dose mostly 115 µM), without a hit: at the highest dose activity change, negative = inhibition, most hits filed as inhibitors; MLL-CXXC / FITC-HOXA9 DNA fluorescence polarization; Q03164; actives 0.037% (n = 290,000); AID 2662; active means well fitted inhibition curve with a large enough effect in the polarisation, with a control signal flat, not every such curve was filed as active; inconclusive means small, poorly fitted or top-dose-only effect, or effect the other way, or a change in a side signal; inactive means no such curve, though single readings can be large or run the other way; the % refers to the polarisation; further: potency means the concentration at half of the fitted maximal effect
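Purified MLL-CXXC (added from a 7 uM solution) was preincubated 5 min at ambient with pinned compounds in 50 mM Tris-HCl pH 7.5, 50 mM NaCl, 1 mM DTT, 0.05% BSA. Fluorescein-labeled HOX-A9 DNA (50 nM solution) followed, 30 min, then polarization read.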
Menin-MLL TR inh: menin-MLL binding inhibition, Texas Red mutant peptide. AID 1768. actives 0.23% (n = 270,000). Potency, µM (highest dose often 61.6 µM), for the others: at the highest dose FP activity change, negative = inhibition, usual class: inhibitors. O00255. Menin + Texas Red MLL mutant peptide, fluorescence polarization; active means well fitted inhibition curve with a large enough effect in the polarisation, with a control signal flat, not every such curve was filed as active; inconclusive means small, poorly fitted or top-dose-only effect, or effect the other way, or a change in a side signal; inactive means no such curve, though single readings can be large or run the other way; the % refers to the polarisation; further: potency means the concentration at half of the fitted maximal effect; % of control where 0% means no effect; many of its hits are not listed in these tables
A-T KAP1 phos: potential ataxia-telangiectasia treatment. […] A-T fibroblasts, KAP-1 phosphorylation AlphaLISA; neocarzinostatin DNA damage 30 min before lysis. Potency, µM (doses to about 57.5 µM), for inactives: top-dose activation, most hits filed as activators. actives 0.19% (n = 320,000); further: potency means the concentration at half of the fitted maximal effect; % of control where 0% means no effect; nearly all actives have a fitted effect of over 45% in size
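ATM-like activity read as KAP-1 phosphorylation via AlphaLISA donor/acceptor antibody pairs after lysis and 6 hr at 25C. Cells were ATM-null patient fibroblasts ([…], hTERT), dosed 60 min, then exposed to the DSB inducer NCS for 30 min.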
MBNL1 CUG block: blocks human MBNL1 binding to CUG repeat RNA; actives 0.036% (n = 280,000); TR-FRET MBNL1-His/biotin-(CUG)12 binding, 665/545 ratio; Q9NR56; AID 2675; Potency, µM (series often up to 57.5 µM), for inactives: at the top dose activity change, negative = inhibition, actives largely listed as inhibitors; active means well fitted inhibition curve with a large enough effect in the signal ratio, with a control signal flat, not every such curve was filed as active; inconclusive means small, poorly fitted or top-dose-only effect, or effect the other way, or a change in a side signal; inactive means no such curve, though single readings can be large or run the other way; the % refers to the signal ratio; further: potency means the concentration at half of the fitted maximal effect; on the % scale 0 is the no-effect control and ±100 the full control effect
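Compounds (final 92 nM to 58 uM) are added to His-tagged MBNL1 and biotin-(CUG)12, then terbium anti-His antibody and streptavidin-XL665 (5 nM final). After 60 min at room temperature, the 665/545 nm ratio is read.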
a7 integrin act: integrin-mediated muscular dystrophy alleviation activation | AID 624291 | Potency, µM (doses to about 38.3 µM), without a hit: top-dose activation, most hits filed as activators | alpha7betagal myoblasts, beta-gal FDG fluorescence, 48 h | actives 0.064% (n = 350,000);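 further: potency means the concentration at half of the fitted maximal effect; 100% = response of the positive control SU9516; nearly all actives have a fitted effect of over 60% in size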
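Alpha7betagal+/- myoblasts (passage 13) were plated 16-24 hr, then exposed to compounds (1:260 dilution of DMSO stock) for 48 hours at 37C. After MPER lysis, β-galactosidase reporter activity was read as FDG fluorescence (ex 480/em 540) after 30 minutes.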
TSHR antag: blocks TSH signaling through the human TSH receptor; AID 504810; actives 0.2% (n = 330,000); P16473; TSHR-expressing cells, TSH-stimulated cAMP HTRF, 2 h; active compounds read low; activity change, negative = inhibition, % at 11.5 µM;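 active means activity change below a set negative limit, meaning inhibition stronger than a set level, cut at about -70% in these data; inconclusive means activity change between two set negative limits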; further: on the % scale 0 is the no-effect control and ±100 the full control effect
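Read-out is FRET at 665 nm (cryptate excitation 337 nm) from a cryptate-tagged anti-cAMP antibody, competed by cell cAMP against cAMP-d2. Compounds are tested on freshly harvested TSHR cells challenged with 4nM TSH (EC80) for 2 hours at 37 deg C.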
TSG101-PTAP inh: blocks PTAP/TSG101 interaction to inhibit HIV-1 budding. Q99816. Fluorescence polarization, FITC-PTAP peptide / Tsg101 binding. Potency, µM (titrated, usually from 115 µM), inactives show at the top dose activity change, negative = inhibition, actives largely listed as inhibitors. 340,000 tested, under 10 active. AID 493005; active means well fitted inhibition curve with a large enough effect in the main read-out, with a control signal flat, not every such curve was filed as active; inconclusive means small, poorly fitted or top-dose-only effect, or effect the other way, or a change in a side signal; inactive means no such curve, though single readings can be large or run the other way; further: potency means the concentration at half of the fitted maximal effect; % of control where 0% means no effect
Target sequence (Q99816 whole entry, looked up): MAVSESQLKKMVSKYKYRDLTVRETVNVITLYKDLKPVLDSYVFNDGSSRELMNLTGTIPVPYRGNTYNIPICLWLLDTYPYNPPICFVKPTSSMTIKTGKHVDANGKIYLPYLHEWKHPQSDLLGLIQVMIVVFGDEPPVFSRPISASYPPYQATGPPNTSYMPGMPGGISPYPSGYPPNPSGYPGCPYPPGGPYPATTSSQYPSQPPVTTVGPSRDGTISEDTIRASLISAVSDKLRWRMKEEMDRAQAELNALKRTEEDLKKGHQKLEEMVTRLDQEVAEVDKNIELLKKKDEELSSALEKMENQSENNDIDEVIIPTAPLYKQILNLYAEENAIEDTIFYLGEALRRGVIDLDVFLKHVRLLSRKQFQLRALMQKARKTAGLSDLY
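Steps: Tsg101 binding domain dispensed (10 uM final), compounds pinned in DMSO, FITC-labeled PTAP-motif peptide added (50 nM final); after 20 min binding at room temperature, polarization measured.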
Numbers without * were called inactive; ? = inconclusive; nt = no result given; [ ] = dose if it differs, or a comment. Unless noted, the call rests on the fitted dose curve; in most records, active means well fitted curve in the direction sought with a large enough effect; inconclusive means small, poorly fitted or top-dose-only effect, or another doubt; inactive means no such curve, though single readings can be large; an effect the other way counts as inactive or inconclusive. These rows are one share of the data, so the mix of outcomes need not match the whole.

structure	TCR activator	Mito fusion act	S-ASM inh	MLL CXXC-DNA inh	Menin-MLL TR inh	A-T KAP1 phos	MBNL1 CUG block	a7 integrin act	TSHR antag	TSG101-PTAP inh
COC(=O)Cn1c(=NC(=O)c2ccc(Cl)s2)sc2cc(C)ccc21	-1%[46.1 µM]	6%	57%[activator]	-5%	-8%	9%	nt	31%	-5	-1%
COc1cc(C(=O)N/N=C2\CCS(=O)(=O)c3ccc(F)cc32)cc(OC)c1OC	1%[46.1 µM]	-2%	0%	5%	-18%	-1%	15%	-33%	1	0%
Cn1c(CN2CCOCC2)nnc1SCC(=O)NCCc1ccccc1	-4%	-2%	5%	-4%	14%	2%	-6%	12%	8	-3%
O=C1CNC(=O)N1CC(O)Cn1c2ccccc2c2ccccc21 (stereo not drawn)	6%	0%	0%	-2%	1%	5%	1%	-4%	-1	1%
Cc1cc(OCC(=O)NCCO)cc(C)c1Cl	3%	2%	7%	-11%	3%	12%	-2%	-4%	-8	-7%
CCOC(=O)[C@H]1[C@H]2COc3ccc(Cl)cc3[C@@H]2N2C(=O)CN(CC3CCCO3)C(=O)[C@@]12C (stereo partly drawn)	-22%	-3%	0%	nt	nt	-2%	nt	-15%	5	nt
COc1cc(OC)c(OC)cc1CNC(=O)c1cc(=O)[nH]c2ccccc12	4%	0%	2%	-1%	?	25%	3%	17%	28	-9%
CC(=O)c1c(C)n(C)c2ccc(OC(=O)c3ccc([N+](=O)[O-])cc3)cc12	-4%	4%	-1%	-6%	3%	5%	-3%	-3%	-3	-3%
CC(=O)N1CCOCCOCCN(C(C)=O)CCOCC1	6%	2%	1%	1%	-12%	14%	-12%	6%	-24	-2%
Cc1cc(=O)oc2cc(OCC(=O)NCCN3CCOCC3)ccc12	1%	1%	6%	-3%	nt	-1%	-1%	31%	-10	-6%
Cc1nn(CC(=O)NCCN2CCOCC2)c(=O)c2cc3sccc3n12	0%	0%	2%	7%	nt	3%	2%	-11%	0	1%
C/C(=N\NC(=O)c1c(C)nc2ccccn12)c1ccc(C(C)(C)C)cc1	2%	-1%	-2%	3%	-13%	-1%	2%	-58%[inhibitor]	12	0%
N#Cc1nc(-c2ccco2)oc1NCc1ccc(F)cc1	-7%	18%	-5%	7%	16%	1%	9%	-19%	-11	0%
CCOc1ccc(C(=O)NC2CCN(CC(=O)NCc3cccs3)CC2)cc1	1%	3%	5%	0%	-2%	2%	-5%	5%	1	-5%
N#CC1(c2ccccc2)CCCN1C(=O)c1ccccc1Br (stereo not drawn)	3%	0%	0%	2%	-1%	nt	1%	-2%	14	1%
CC(C)CC(NC(N)=O)C(=O)Nc1ccc(Cl)c(Cl)c1 (stereo not drawn)	-4%	5%	1%	2%	16%	-2%	nt	15%	8	0%
CN(CC(=O)Nc1ccc(F)cc1)C(=O)c1cccc(S(=O)(=O)N2CCN(c3ccc(F)cc3)CC2)c1	3%	-2%	-16%	nt	nt	1%	nt	-32%	1	0%
Cc1ccc(C)c(CSc2nnc(-c3cccnc3)n2N)c1	1%	-8%	1%	14%	-2%	11%	14%	3%	-9	-1%
O=C(O)C1C2C=CC(O2)C1C(=O)NCc1ccccc1Br (stereo not drawn)	4%	-4%	5%	-2%	nt	4%	-4%	-16%	4	5%
O=C(OCC(=O)c1ccc(Cl)s1)c1ccc(CO)cc1	-1%	-4%	-2%	nt	nt	0%	nt	5%	12	-1%

Single entries from the entries so far:
TCR activator, Cn1c(CN2CCOCC2)nnc1SCC(=O)NCCc1ccccc1 reads -4%
Mito fusion act, CCOC(=O)[C@H]1[C@H]2COc3ccc(Cl)cc3[C@@H]2N2C(=O)CN(CC3CCCO3)C(=O)[C@@]12C (stereo partly drawn) reads -3%
a7 integrin act, O=C1CNC(=O)N1CC(O)Cn1c2ccccc2c2ccccc21 (stereo not drawn) reads -4%
TSG101-PTAP inh, CC(=O)N1CCOCCOCCN(C(C)=O)CCOCC1 reads -2%
TSHR antag, O=C(OCC(=O)c1ccc(Cl)s1)c1ccc(CO)cc1 reads 12

Whole records as entered above:
O=C1CNC(=O)N1CC(O)Cn1c2ccccc2c2ccccc21 (stereo not drawn) is listed as TCR activator: 6%; Mito fusion act: 0%; S-ASM inh: 0%; MLL CXXC-DNA inh: -2%; Menin-MLL TR inh: 1%; A-T KAP1 phos: 5%; MBNL1 CUG block: 1%; a7 integrin act: -4%; TSHR antag: -1; TSG101-PTAP inh: 1%
CC(C)CC(NC(N)=O)C(=O)Nc1ccc(Cl)c(Cl)c1 (stereo not drawn) is listed as TCR activator: -4%; Mito fusion act: 5%; S-ASM inh: 1%; MLL CXXC-DNA inh: 2%; Menin-MLL TR inh: 16%; A-T KAP1 phos: -2%; MBNL1 CUG block: nt; a7 integrin act: 15%; TSHR antag: 8; TSG101-PTAP inh: 0%

Fetched one by one from the entries so far:
structure	TCR activator	Mito fusion act	S-ASM inh	MLL CXXC-DNA inh	Menin-MLL TR inh	A-T KAP1 phos	MBNL1 CUG block	a7 integrin act	TSHR antag	TSG101-PTAP inh
Cc1ccc(C)c(CSc2nnc(-c3cccnc3)n2N)c1	1%	-8%	1%	14%	-2%	11%	14%	3%	-9	-1%
COc1cc(OC)c(OC)cc1CNC(=O)c1cc(=O)[nH]c2ccccc12	4%	0%	2%	-1%	?	25%	3%	17%	28	-9%

Additional records follow.
structure	TCR activator	Mito fusion act	S-ASM inh	MLL CXXC-DNA inh	Menin-MLL TR inh	A-T KAP1 phos	MBNL1 CUG block	a7 integrin act	TSHR antag	TSG101-PTAP inh
CC(NC(=O)c1ccccc1)C(=O)N/N=C/c1ccco1 (stereo not drawn)	-1%	2%	4%	16%	-5%	1%	15%	-12%	21	-5%
CCCCc1nc2sc3c(=O)n(N)cnc3c2c2c1CCCC2	0%[46.1 µM]	0%	1%	10%	-17%	6%	?	-2%	-10	-1%
CCOC(=O)C(C)n1cnc2sc3c(c2c1=O)CCC3 (stereo not drawn)	5%	2%	10%	-4%	2%	11%	-1%	23%	-6	-2%
CC(CS(=O)(=O)c1ccccc1[N+](=O)[O-])N1CCOCC1 (stereo not drawn)	-7%	-9%	6%	-11%	4%	6%	19%	-62%[inhibitor]	4	-5%
COc1ccc(S(=O)(=O)N2c3ccccc3OCC2C)cc1 (stereo not drawn)	-7%	-6%	-1%	-2%	-5%	3%	4%	-17%	-3	-6%
CCC1(CC)NC(=O)N(CC(=O)OCC(=O)NC(=O)c2ccccc2)C1=O	7%	-4%	3%	-4%	6%	3%	-8%	0%	11	-1%
O=C(CSc1nncs1)NC(=O)Nc1ccc2c(c1)OCCO2	9%	1%	2%	3%	nt	nt	nt	4%	-5	-2%
CC1CN(S(=O)(=O)c2cc(C(=O)NCCCN3CCCC3=O)ccc2Cl)CC(C)O1 (stereo not drawn)	8%	nt	-1%	nt	nt	1%	nt	13%	-7	-1%
COc1ccc(CN(C)C(=O)/C=C/c2ccc(S(=O)(=O)N3CCOCC3)cc2)cc1F	-1%	7%	-3%	nt	nt	1%	nt	-28%	-9	0%
COc1cc(C(=O)NCC(c2cccs2)N2CCc3ccccc32)cc(OC)c1OC (stereo not drawn)	2%	3%	-2%	nt	nt	4%	nt	?	-7	-3%
CCOc1ccc2nc(NCCNC(=O)Nc3cccc(C)c3)c(C#N)cc2c1	0%	1%	480%[activator]	1%	16%	22%	11%	0%	-9	-3%
COc1ccc(SCCN2CCN(CC(C)C)CCC2=O)cc1	-3%	5%	-4%	-2%	-12%	-16%	-2%	-28%	12	-5%
CSc1ccc(CCNC(=O)CCc2nnc3ccc(N4CCCC4)nn23)cc1	5%	0%	2%	2%	-20%	-1%	-4%	19%	9	-3%
COc1ccc(C(=O)NCCCn2cccn2)cc1OC1CCN(C(C)=O)CC1	-1%	2%	-3%	-10%	-1%	-10%	0%	19%	-4	-3%
O=S(=O)(c1ccc2ccccc2c1)N1CCCCC1	-5%	9%	-1%	1%	2%	2%	-2%	-7%[7.66 µM]	-5	-5%
